# bCat nuc transl = alters nuclear translocation of beta-catenin in HeLa cells; immunofluorescence imaging; nuclear translocation activity, % at 5 µM; 190,000 tested, 0.3% active;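 active means nuclear translocation activity above 50% at 5 µM, with a well cell count of 50 or more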;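 further: per-cell ratio of nuclear to cytoplasmic median beta-catenin stain intensity; plate controls were DMSO negative control for no effect and GSK-3 inhibitor IX positive control for full effect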
#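 Signal – beta-catenin immunofluorescence imaging with DAPI · Test system – human HeLa cell line · Dosing – 5 µM primary single dose, 0.1% DMSO, 0.02–20 µM confirmation series · Measure – % activation, nuclear-to-cytoplasmic median beta-catenin signal ratio per cell · Incubation – 24 h compound exposure at 37°C, 5% CO2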
# PhoP inhibition = PhoP-dependent GFP reporter repression – Salmonella Typhimurium, primary screen (AID 1863) | S. Typhimurium PhoP-regulated promoter GFP reporter, 4 h; higher % means a stronger effect | inhibition, % at 50 µM; hits with a dose series show IC50 in µM | 300,000 tested, 0.16% active;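 active means inhibition over 29.93%, a cutoff 3 SD above the screen mean, later confirmed by dose response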;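 further: 0% = low Mg2+ inducing control and 100% = high Mg2+ repressing control; strong numbers were not always called active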
# T cell modulator = T cell immune modulators affecting CD8 T cell-vesicle binding. AID 2052. 2C CD8+ T cell-vesicle binding, flow cytometry; active compounds read low. 330,000 tested, 0.068% active. calls only at 7 µM;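 active means response, share of CD8 T cells binding vesicles, and their 90th percentile fluorescence all below set limits, cut at about 80% in these data, passing the limit was not always enough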
#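 material = purified 2C TCR transgenic mouse naive CD8+ T cells | controls = Unloaded micro-vesicles (low), QL9 vesicles with 0.7% DMSO (high) | detection = cytometric PE anti-B7-1 and Alexa647 anti-CD8 signals after 1% paraformaldehyde fixation | incubation = binding step 1.5 h, 37 °C, antibody labelling 20 min, ice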
# Ins promoter up = MIN6 insulin promoter up-regulation. MIN6 insulin promoter-GFP reporter, high-content imaging; active compounds read high. z-score at 5 µM. 190,000 tested, 0.3% active. AID 1625;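 active means z-score above 3 at 5 µM with at least 500 cells counted in the well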
# Autophagy mod = modulators of autophagy; MEF GFP-LC3 puncta imaging; test concentration mostly 10 µM; calls only at 10 µM (by protocol); 190,000 tested, 0.98% active; AID 463193;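 active means percentage of spot-positive cells more than 3 SD above its plate mean, without a fluorescence outlier flag or 80% toxicity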;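 further: spot-positive cell cutoff set from DMSO-treated cells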
# Dynein cargo inh = blocks dynein driven cargo transport along microtubules; 220,000 tested, 0.47% active; z-score, hits read low; 3617.4 mouse cells, GR-EGFP nuclear translocation imaging; test concentration mostly 20 µM; stimulated with dexamethasone, 1 µM; active compounds read low;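 active means plate z-score of nuclear minus cytoplasmic receptor signal below a set negative limit, without overly bright fluorescence or cell loss, cut at about -3.5 in these data, passing the limit was not always enough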;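 further: z-score of nuclear minus cytoplasmic ring GR-EGFP intensity difference per well; some compounds called inactive have numbers as strong as hits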
#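 Buffer or medium: tet-free, stripped-serum medium; Also added: dexamethasone, 1.0 µM final; Technique: high-content fluorescence imaging after fixation; Times: 48 h induction, 1 h compound, 30 min dex at 37 °C; Read-out: per-cell GR-EGFP intensity, nucleus versus surrounding cytoplasmic ring, well-averaged.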
# Lipid droplet = hepatic lipid droplet formation modulation; inhibition, % at 6.5 µM; AID 1656; 240,000 tested, 0.4% active; AML12 mouse hepatocytes, oleate lipid droplets, BODIPY imaging;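 active means lipid droplet intensity inhibited by at least 50%, with more than 500 cells counted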
#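 Technique: fluorescence imaging, 20x objective, two fields per well / Assay system: AML12 hepatocytes (mouse) / Measure: % inhibition of lipid droplet signal / Doses: 6.5 µM single-point dosing / Incubation: overnight exposure / Reagent: 100 µM oleic acid challenge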
# MT stabilizer = stabilizes microtubules in HeLa cells; 200,000 tested, 0.83% active; AID 2205; HeLa tubulin immunostaining HCS, 24 h; share of cells brighter than vehicle mean+2SD; % tubulin-high responders, % at 10 µM;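 active means plate Z-score above 3 for both tubulin-high and condensed-nucleus cell shares, with cell loss under 80%, at 10 µM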;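 further: anti alpha tubulin signal scored within the nucleus-defined area of each cell; some results filed as inactive read as strong as hits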
# CSM14.1 death rescue = rescue of cells from ER stress-induced death, primary screen, 384-well, CSM14.1, thapsigargin, ATP luminescence (AID 1222); CSM14.1 thapsigargin-induced death rescue, ATP luminescence; higher % means a stronger effect; one-dose cellular ATP content (survival), % at 20 µM; EC50 in µM for titrated hits; 190,000 tested, under 10 active;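 active means EC50 below 50 µM in the dose-response confirmation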;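 further: death triggered by thapsigargin at about 15 µM added after 2 h compound pretreatment; cell ATP read after overnight thapsigargin exposure of roughly 18 to 22 hours; normalized against plate controls of thapsigargin alone and 5% DMSO vehicle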
# Dynein cargo inh cytoplasmic EGFP = also measured in Dynein cargo inh; calls as there; z-score; measured here: cytoplasmic GR-EGFP intensity; active compounds read high
# Dynein cargo inh nuclear GR-EGFP = further read-out of Dynein cargo inh, marked with its call; z-score; measured here: nuclear GR-EGFP intensity;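 lower value marks the stronger effect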
# Dynein cargo inh cell count = further read-out of Dynein cargo inh, marked with its call; z-score; measured here: cell count per field
# Ins promoter up cell count = second read-out of Ins promoter up, no call of its own (marks repeat the call); cell count; measured here: cytotoxicity, nuclei count;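 total cells summed across four imaged fields per well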
# Lipid droplet cells 6.5 µM = also measured in Lipid droplet; calls as there; cell count; measured here: cell count, cytotoxicity flag;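 cells counted across two imaged fields per well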
# bCat nuc transl cell count 5 µM = further read-out of bCat nuc transl, marked with its call; cell count; measured here: cell count, cytotoxicity flag
# T cell modulator vesicle-bound % = second read-out of T cell modulator, no call of its own (marks repeat the call); double positive events, %; measured here: CD8+ vesicle-bound cell fraction;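 binding gate set so that unloaded-vesicle control wells show 10% double positive cells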
# MT stabilizer Hoechst-high % = recorded beside MT stabilizer, whose call it bears; % Hoechst-high responders; measured here: nuclear condensation Hoechst responders;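 share of cells brighter than vehicle mean plus two SD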
# MT stabilizer cytotoxicity % = second read-out of MT stabilizer, no call of its own (marks repeat the call); toxicity, %; measured here: cytotoxicity by cell density;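 0% = mean cell density of plate MIN control wells and 100% = no cells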
# Autophagy mod cell loss 18 h = recorded beside Autophagy mod, whose call it bears; toxicity, %; measured here: cell loss, nuclei count;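 cell loss after 18 h compound exposure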
# Starred values were filed as active, the others as inactive; i = inactive; . = not tested or not shown. Compounds as they come; 3% or so of the library scored in one or more.
SMILES,bCat nuc transl,bCat nuc transl cell count 5 µM,PhoP inhibition,T cell modulator,T cell modulator vesicle-bound %,Ins promoter up,Ins promoter up cell count,Autophagy mod,Autophagy mod cell loss 18 h,Dynein cargo inh,Dynein cargo inh cytoplasmic EGFP,Dynein cargo inh nuclear GR-EGFP,Dynein cargo inh cell count,Lipid droplet,Lipid droplet cells 6.5 µM,MT stabilizer,MT stabilizer Hoechst-high %,MT stabilizer cytotoxicity %,CSM14.1 death rescue
CCc1cc2c(C)cc(C)cc2nc1SCC(=O)Nc1cc(C)on1,0.9,1446,-3%,i,46,-0.3,1475,i,-4,0.91,-0.26,-0.095,-0.61,-14,635,1.6,2.7,12,0.2%
CCOC(=O)c1c(-c2ccsc2)csc1N,-2.5,908,-7%,i,13,0.41,1252,i,17,-1,-0.35,-0.33,0.8,.,.,4.8,3.6,9.0,-0.7%
Cc1cc(C)n(-c2n[nH]c(=O)c3ccccc23)n1,-0.6,1388,-3%,i,33,0.64,971,.,.,1.5,-0.22,0.6,-0.54,7,711,.,.,.,.
COc1cc(C)c(S(=O)(=O)N2CCCC2)cc1C(C)C,7.0,867,-9%,i,60,-0.3,1574,i,-8,0.042,-0.27,0.27,0.14,-22,695,3.1,1.4,5.1,-0.1%
COc1ccc(CC(=O)N2CCCC(CNC(=O)c3ccccc3Cl)C2)cc1 (stereo unspecified),-0.4,1096,-8%,i,59,0.1,1519,i,5,2.2,0.015,1.7,-1.9,0,716,3.3,1.1,5.5,0.8%
CCOC(=O)c1c(NC(=O)c2ccoc2C)sc(C(=O)N(C)C)c1C,-8.9,985,1%,i,30,.,.,i,5,1.6,-0.15,0.64,-0.27,16,853,1.7,1.9,11,1.2%
NNC(=O)CC12CC3CC(C1)CC(n1ncnn1)(C3)C2,4.8,563,-1%,i,56,0.15,1305,i,-8,0.45,-0.22,0.34,-0.42,-1,637,2.4,1.9,9.7,1.4%
COC(=O)c1ccccc1NC(=O)Cn1c(SC)c(F)cnc1=O,-0.9,966,-11%,i,19,1.1,1295,i,4,-0.24,-0.28,0.25,-0.33,-13,791,1.6,0.2,49,-2.1%
CN(C(=O)CSc1nc2ccccc2n1CCc1ccccc1)C1CCS(=O)(=O)C1 (stereo unspecified),-3.2,1134,0%,i,5,0.07,892,i,18,-0.12,-0.21,-0.15,1.2,16,727,4.0,1.5,2.8,-1.8%
COc1ccc(CC(=O)Nc2cccc(S(=O)(=O)N3CCCCCC3)c2)cc1OC,0.0,1033,-11%,i,49,1.1,1029,i,0,-0.67,-0.17,-0.059,0.12,-18,605,1.6,1.7,6.9,-0.9%
CCCS(=O)(=O)N1CCCC(C(=O)NCCCN(C)c2ccccc2)C1 (stereo unspecified),-0.1,1434,-2%,i,51,-0.43,1492,i,4,-1,0.87,-0.42,0.94,.,.,1.9,1.7,5.4,-0.1%
C/C(=N\NC(=O)c1nnn(-c2nonc2N)c1COc1ccc(F)cc1)c1ccc(Cl)cc1,0.2,1359,.,i,56,.,.,.,.,-0.048,-0.12,0.53,0.0033,5,751,.,.,.,.
O=C(CCc1nc2ccccc2[nH]c1=O)N/N=C/c1ccccc1,-1.8,1490,9%,i,49,0.16,1506,i,10,-0.39,-0.22,-0.23,0.05,-1,694,5.3,2.5,9.1,-0.6%
Cc1c(NC(=O)c2ccccc2N)cccc1C(=O)O,1.5,1210,-8%,i,51,0.7,1325,i,14,1.7,-0.23,1.5,-1.6,.,.,5.7,2.3,1.6,3.3%
c1ccc(COc2ccc(Nc3ncnc4nc[nH]c34)cc2)cc1,.,.,0%,i,30,-0.18,886,i,3,-0.33,-0.075,-0.034,1,.,.,1.7,5.4,6.9,4.7%
N#C/C(=C\c1ccc(-c2ccccc2[N+](=O)[O-])o1)C(N)=O,7.9,1041,-3%,i,43,0.05,1256,.,.,-0.28,-0.24,-0.38,1.4,-19,692,.,.,.,.
COc1ccccc1C1C(C(C)=O)=C(O)C(=O)N1CCc1ccccc1 (stereo unspecified),0.4,1038,-9%,i,37,0.62,2011,i,0,-0.78,-0.27,-0.23,-0.0025,0,691,1.5,1.8,7.3,0.1%
CC1CCCCC1NC(=O)COC(=O)COc1ccc(Cl)cc1 (stereo unspecified),.,.,4%,i,7,0.19,859,i,-7,0.036,-0.15,0.08,-0.51,16,763,2.3,0.8,5.3,-0.3%
Nc1nc(CSC(=S)N2CCCCC2)nc(Nc2ccccc2)n1,2.1,939,-7%,i,54,.,.,i,-2,1,-0.18,0.54,-0.001,3,677,3.7,2.2,13,-2.3%
O=C(CCSc1nc(-c2ccco2)cc(C(F)(F)F)n1)N1CCCc2ccccc21,0.0,739,-1%,i,27,0.74,1348,i,-2,-0.43,-0.27,-0.42,0.87,-21,726,3.3,2.5,9.5,-1.4%
CCc1cccc2c(C(=O)CSc3nncn3C)c[nH]c12,-1.1,1085,1%,i,62,-0.13,1265,i,-7,-1.1,-0.055,-0.21,0.53,14,677,1.0,2.9,9.9,1.1%
COc1ccc(C(=S)N2CCCC2)cc1,2.4,843,1%,i,5,.,.,i,-3,-0.5,-0.29,-0.15,-0.19,1,758,2.5,3.5,19,-1.7%
Cc1cc(C)c2cc(C(=O)N(C)C3CCN(C)CC3)[nH]c2c1,0.4,1306,-14%,i,36,2.4,1520,.,.,-0.42,-0.27,-0.44,1.2,.,.,.,.,.,.
Cc1ccc(OCC(=O)N2CCN(S(=O)(=O)c3ccc(Cl)cc3)CC2)c([N+](=O)[O-])n1,-0.4,1103,7%,i,40,0.84,1600,i,7,0.71,-0.0021,0.2,0.044,-7,695,4.0,1.8,5.3,-2.2%
COc1ccccc1NC(=O)C(C)NS(=O)(=O)c1ccc(Cl)cc1 (stereo unspecified),-8.0,1052,1%,i,24,0.9,1389,i,-5,-0.48,-0.22,-0.12,0.19,.,.,2.3,2.6,11,-0.7%
O=C(Nc1ccccc1)O/N=C1/CCCc2occc21,1.2,1271,-5%,i,26,-0.24,985,.,.,0.32,-0.21,0.59,0.25,31,777,.,.,.,.
Cc1ccc(CNS(=O)(=O)c2ccc(C(C)(C)C)cc2)n1C,0.4,979,14%,i,42,-0.07,1246,i,-4,-0.5,-0.26,0.0097,-0.089,-4,778,3.4,1.7,58,-2.5%
Cc1cnc(NC(=O)COc2cccc3c2OC(C)(C)C3)s1,0.7,1337,2%,i,5,0.22,1530,i,5,0.88,-0.16,-0.6,0.51,.,.,2.2,2.2,0.8,2.8%
Oc1ccccc1/C=N/NC1=NCCCCC1,-1.7,1377,-5%,i,23,-0.04,1596,i,-2,-0.9,-0.38,-0.25,-0.074,.,.,2.8,1.2,6.7,-2.7%
O=C(O)/C=C/C(=O)N1CCN(C(=O)/C=C/C(=O)O)CC1,-2.8,974,6%,i,15,.,.,i,6,-0.46,-0.12,-0.29,-0.62,18,729,7.6,0.9,9.8,-2.1%
CN(C)c1ccc(C(=O)OCc2ccccc2)cc1,.,.,-5%,i,39,0.84,827,i,-6,1.9,0.018,0.46,0.65,.,.,1.9,0.9,9.8,1.0%
CN(C)S(=O)(=O)Oc1cccc(C(=O)Nc2cccc(Cl)c2)c1,0.0,1353,-3%,i,21,-0.48,1340,i,-3,-0.71,-0.22,-0.4,1,.,.,0.7,1.4,6.3,1.8%
COC(=O)CC1C(=O)NCCN1C(=S)Nc1cc(C)cc(C)c1 (stereo unspecified),-2.3,1135,-15%,i,47,0.28,1372,i,-10,0.0082,-0.3,-0.031,-0.083,15,718,1.1,3.2,7.0,-1.1%
CCCCCn1c(N2CCC(C(N)=O)CC2)nc2c1c(=O)[nH]c(=O)n2C,-3.1,999,-10%,i,30,.,.,i,4,-0.33,-0.21,0.079,0.031,.,.,6.1,2.8,7.3,-1.8%
COCCn1c(=NC(C)=O)sc2cc([N+](=O)[O-])ccc21,1.0,938,-5%,i,49,0.96,1273,i,-15,1.9,-0.18,1.2,-1.6,-20,659,3.4,3.7,9.8,-1.1%

# Reformatted tab-delimited: two of the compounds above.
Molecule	bCat nuc transl	bCat nuc transl cell count 5 µM	PhoP inhibition	T cell modulator	T cell modulator vesicle-bound %	Ins promoter up	Ins promoter up cell count	Autophagy mod	Autophagy mod cell loss 18 h	Dynein cargo inh	Dynein cargo inh cytoplasmic EGFP	Dynein cargo inh nuclear GR-EGFP	Dynein cargo inh cell count	Lipid droplet	Lipid droplet cells 6.5 µM	MT stabilizer	MT stabilizer Hoechst-high %	MT stabilizer cytotoxicity %	CSM14.1 death rescue
O=C(Nc1ccccc1)O/N=C1/CCCc2occc21	1.2	1271	-5%	i	26	-0.24	985	.	.	0.32	-0.21	0.59	0.25	31	777	.	.	.	.
Cc1ccc(CNS(=O)(=O)c2ccc(C(C)(C)C)cc2)n1C	0.4	979	14%	i	42	-0.07	1246	i	-4	-0.5	-0.26	0.0097	-0.089	-4	778	3.4	1.7	58	-2.5%
